CHT PAM = human CHT allosteric activation | CHT-expressing cells, membrane potential dye, choline EC20; stronger effect = higher value; LV-AA mutant CHT in HEK293 cells | actives 0.49% (n = 310,000) | AID 488977 | B-score at 10 µM | Q9GZV3;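 active means initial fluorescence not abnormally high and integrated response B-score, plate-corrected, over 3 SD above library mean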
Target sequence (Q9GZV3 whole entry, looked up): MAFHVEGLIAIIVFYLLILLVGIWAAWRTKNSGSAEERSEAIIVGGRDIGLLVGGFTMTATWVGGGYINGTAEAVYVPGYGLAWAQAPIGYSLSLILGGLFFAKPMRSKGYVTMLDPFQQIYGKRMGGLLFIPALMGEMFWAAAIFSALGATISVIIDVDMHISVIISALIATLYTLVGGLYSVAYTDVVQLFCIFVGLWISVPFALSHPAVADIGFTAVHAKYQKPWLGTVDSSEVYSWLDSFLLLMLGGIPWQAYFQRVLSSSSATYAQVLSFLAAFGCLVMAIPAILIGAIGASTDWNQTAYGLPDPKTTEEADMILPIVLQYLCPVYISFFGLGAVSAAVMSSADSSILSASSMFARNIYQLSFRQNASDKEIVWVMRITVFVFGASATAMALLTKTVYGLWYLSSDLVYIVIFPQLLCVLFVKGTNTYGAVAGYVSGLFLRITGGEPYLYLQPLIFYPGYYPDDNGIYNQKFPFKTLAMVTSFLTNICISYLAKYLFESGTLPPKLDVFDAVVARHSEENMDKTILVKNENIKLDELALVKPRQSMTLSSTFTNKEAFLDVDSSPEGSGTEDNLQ
OX1R antagonist = human HCRTR1 antagonism | CHO/OX1R cells, Fluo-8 calcium fluorescence, orexin A | actives 0.43% (n = 330,000) | O43613 | AID 434989 | inhibition, % at 5 µM;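 active means inhibition above its plate's threshold, mean inhibition of all tested compounds on the plate plus 3 SD, cut at about 37% in these data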;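 further: 0% = orexin A challenge wells and 100% = SB-334867-A antagonist wells; not every result past the cut was called active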
Target sequence (O43613 whole entry, looked up): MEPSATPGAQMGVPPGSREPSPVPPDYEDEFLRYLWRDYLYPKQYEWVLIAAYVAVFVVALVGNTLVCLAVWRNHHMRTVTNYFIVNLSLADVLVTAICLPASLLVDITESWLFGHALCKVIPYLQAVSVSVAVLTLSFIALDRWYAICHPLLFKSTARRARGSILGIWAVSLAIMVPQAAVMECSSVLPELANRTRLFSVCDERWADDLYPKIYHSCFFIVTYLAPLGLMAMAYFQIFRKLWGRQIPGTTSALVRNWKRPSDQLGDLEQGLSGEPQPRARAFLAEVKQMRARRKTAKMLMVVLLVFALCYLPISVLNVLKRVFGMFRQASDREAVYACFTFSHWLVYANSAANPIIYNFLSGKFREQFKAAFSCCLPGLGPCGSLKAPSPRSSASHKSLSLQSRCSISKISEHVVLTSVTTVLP
Numbers without * were called inactive; i = inactive; . = not tested or not shown; & = joins results of further samples; ! = repeats disagree.

| SMILES | CHT PAM | OX1R antagonist |
| --- | --- | --- |
| Oc1ccccc1C=NCCCCCCN=Cc1ccccc1O | i | 12.4 |
| COc1ccc(N2C(=NC(=O)CCCc3ccccc3)SC3CS(=O)(=O)CC32)cc1 (configuration not stated) | i | -15.5 |
| Nc1c(S(=O)(=O)c2ccccc2)nnn1-c1ccccc1 | i | -7.2 |
| O=S1(=O)CC(O)C(N2CCC(c3ccccc3)CC2)C1 (configuration not stated) | i | -9.6 |
| CCC(=O)N1CCc2cc(Br)cc(S(=O)(=O)N3CCCCCC3)c21 | i | -19.1 |
| CCn1cc(C(=O)N2CC(C)CC(C)C2)c(=O)c2cc(S(=O)(=O)N3CCCC3)ccc21 (configuration not stated) | i | -14.0 |
| O=C(Nc1nnc(C2=COCCO2)o1)c1ccc([N+](=O)[O-])cc1 | i | -8.1 |
| CN(NS(=O)(=O)c1ccc(Cl)cc1)c1nc(C(F)(F)F)nc2ccccc12 | i | -20.7 |
| Cc1c(N2C(=O)C(C)SC23C(=O)Nc2ccccc23)c(=O)n(-c2ccccc2)n1C (configuration not stated) | i | -7.7 |
| CCN(CC(=O)NC1CCS(=O)(=O)C1)S(=O)(=O)c1ccc(C)cc1C (configuration not stated) | i | -10.6 |
| COCc1c(C(=O)NC2CCCCC2)sc2cccc(F)c12 | . | -28.6 |
| CC(=O)N(CCc1cccc(C)c1)Cc1cc2ccc(C)cc2[nH]c1=O | i | -36.8 |
| Cc1cccc(NC(=S)N(CCCN2CCOCC2)Cc2ccco2)c1 | i | -18.1 |
| Cc1ccc(OCC(=O)N2CCc3ccccc3C2)c(C)c1 | i | -9.1 |
| COc1ccc(NS(=O)(=O)c2cccc(C(=O)N3CCCC3)c2)cc1 | i | -2.7 |
| O=C(c1cccn2c(=O)c3ccccc3nc12)N1CCN(c2ccccn2)CC1 | i | -19.3 |
| COc1ccc(C)cc1S(=O)(=O)N(CC(=O)Nc1cccc([N+](=O)[O-])c1)c1ccc(C)cc1 | i | -6.5 |
| CC(C)=C1SC(N2CCN(c3cccc(C(F)(F)F)c3)CC2)=NC1=O | i | -24.6 |
| COc1cc(/C=C(\C#N)C(=O)NCC2CCCO2)c([N+](=O)[O-])cc1OC (configuration not stated) | i | -8.3 |
| NCC12CC3CC(C1)CC(c1ccc(Br)cc1)(C3)C2 | i | -7.8 |
| N#C/C(=C\c1ccccc1)C(=O)NCc1ccc(F)cc1 | i | -14.8 |
| COc1cc2c(cc1NS(=O)(=O)N1CCCCC1)oc1ccccc12 | i | -8.0 |
| O=C(O)c1cn(-c2ccc(F)c(F)c2)c2c(F)c(F)c(F)c(F)c2c1=O | i | -6.1 |
| COc1ccc(OC)c(NC(=O)CCN2CCN(C)CC2)c1 | i | -10.3 |
| CCOc1ccc(C(N)=O)cc1OC | i | -9.8 |
| COc1cccc2cc(C(=O)CS(=O)(=O)c3ccc(C(C)(C)C)cc3)c(=O)oc12 | i | -14.6 |
| N=c1n(CCN2CCCCC2)c2ccccc2n1CC(O)c1cccc(Br)c1 (configuration not stated) | 11.3* | -24.6 |
| COCC(=O)N1CCc2ccc(NC(=O)c3ccc(C(F)(F)F)cc3)cc2C1 | i | -24.1 |
| Cc1cc(NC(=O)COC(=O)c2cc(S(=O)(=O)N3CCOCC3)ccc2N2CCCCC2)no1 | i | -13.5 |
| CCc1ccc(NC(=O)c2cc(S(=O)(=O)N3CCc4ccccc43)cn2C)cc1 | i | -25.3 |
| CCc1noc(C)c1C(=O)Nc1nc(-c2ccc(Cl)cc2Cl)c(C)s1 | i | -0.7 |
| CCOC(=O)C1CCN(Cc2cnc(Oc3ccc(C(C)(C)C)cc3)s2)CC1 | i | -39.1 |
| CCC(=O)c1ccc(Oc2ccc(C(=O)c3ccc(C)cc3)cc2[N+](=O)[O-])cc1 | i | -17.5 |
| CC1CCCCC1NC(=O)C1CCCN1S(=O)(=O)c1cccc2nsnc12 (configuration not stated) | i | -15.0 |
| COc1ccc(-c2[nH]c3ccccc3c2SCCN)cc1 | i | -0.7 |
| Cc1cc2cc(C(c3nnnn3Cc3ccco3)N3CCCCC3)c(=O)[nH]c2cc1C (configuration not stated) | i | -19.7 |
| O=C1NC(=O)/C(=C/c2ccc(-c3cc(C(=O)O)ccc3Cl)o2)S1 | i | -10.1 |
| CCOc1ccc(N2CC(C(=O)Nc3nnc(Cc4ccc(OC)c(OC)c4)s3)CC2=O)cc1 (configuration not stated) | i | -35.9 |
| CCOC(=O)Nc1ccc2c(c1)nc1n2CCN(CCOC)C1 | i | -0.8 |
| Cc1ccc2cc(CN(C(=O)c3ccco3)c3ccccc3C)c(=O)[nH]c2c1 | i | -17.8 |
| CCOC(=O)c1[nH]c(=O)[nH]c1CSc1nc(C)cc(C)n1 | i | -20.2 |
| COc1ccc(C(=O)Nc2cc3c(cc2C#N)OCO3)cc1S(=O)(=O)N1CCN(C)CC1 | i | -8.7 |
| Cc1nn(-c2ccccc2)c2c1C1(C(=O)N(C)c3ccccc31)N(c1ccccc1)C(=O)N2 (configuration not stated) | i | -26.5 |
| C/C(CCS(=O)(=O)c1ccccc1)=N/O | i | -0.5 |
| COc1ccc(C(=O)NCc2nnc(SCC(=O)Nc3cc(C)cc(C)c3)o2)cc1OC | i | -9.8 |
| CSc1nc2nc(C)cc(-c3ccccc3)n2n1 | i | -35.2 |
| CCc1nnc(NC(=O)c2ccc(S(=O)(=O)NCC(C)C)cc2)s1 | i | -18.1 |
| CN(C)CCn1c2c(c(SCC(=O)N3CCc4ccccc43)nc1=O)CCCC2 | i | -40.3 |
| CCOC(=O)c1ccc(N=Cc2c(O)c3ccccc3oc2=O)cc1 | i | 1.4 |
| CC(C)[C@H](N)c1nnc(SCC(=O)c2ccc(Cl)cc2)o1 | i | -14.2 |
| Cc1nn(CC(C)C)c(=S)[nH]c1=O | i | -11.8 |
| COc1cc(C(=O)N2CCC(n3c(C)nc4cc(F)ccc43)CC2)cc(OC)c1OC | i | -43.2 |
| Cc1ccc(-c2cc(C(=O)NCc3cccnc3)no2)cc1 | i | 5.4 |
| Cc1ccc(S(=O)(=O)NC(=O)N(CCC#N)Cc2ccccc2)cc1 | i | -2.3 |
| CC(C)NS(=O)(=O)c1ccc(OCC(=O)Nc2ccccc2F)cc1 | i | -9.9 |
| CCCN(CCC)CCCNS(=O)(=O)c1ccc2c(c1)oc(=O)n2C | i | -8.1 |
| CC(=O)OCC1OC(n2ccc3ccccc32)C(OC(C)=O)C(OC(C)=O)C1OC(C)=O (configuration not stated) | i | -22.0 |
| O=C(Nc1cnccn1)Nc1ccc(Cl)cc1Cl | i | -30.5 |
| N#Cc1c(C(F)(F)F)cc(-c2ccccc2)nc1SCCN1CCOCC1 | i | -33.3 |
| CC(=O)Nc1nonc1-n1nnc(C(=O)NCc2ccccc2)c1C | i | -17.2 |

Following part.
| SMILES | CHT PAM | OX1R antagonist |
| --- | --- | --- |
| O=C(NNC(=O)c1cc(-c2ccccc2)nc2ccccc12)Nc1cccc(Cl)c1 | i | -13.6 |
| CCN(CC(=O)Nc1cccc(C(C)=O)c1)S(=O)(=O)c1ccc(OC)cc1 | i | -7.3 |
| Fc1ccc(NC(=S)NCc2cccs2)cc1 | i | 2.2 |
| CCN1CCN(C(=O)c2ccc(C(F)(F)F)cc2)CC1 | i | -7.6 |
| COc1cc(C(=S)N2CCN(C)CC2)ccc1OCC(=O)NCc1ccccc1 | i | -30.9 |
| CC(C)=Cc1c(O)nc2ccccn2c1=O | i | -11.5 |
| COc1ccccc1NS(=O)(=O)c1cc(NC(=S)Nc2cc(C)cc(C)c2)ccc1Cl | i | -22.0 |
| CN(C(=O)c1ccccc1Br)C1CCS(=O)(=O)C1 (configuration not stated) | i | -0.5 |
| Cc1cccc(C(=O)OC2CCOC2=O)c1C (configuration not stated) | i | -13.7 |
| COc1ccccc1Nc1ncccc1C(=O)NCc1ccccc1 | i | -1.4 |
| CCN(CC)c1ccc(/C=N/NC(=O)c2cccc(S(=O)(=O)N3CCOCC3)c2)cc1 | i | -16.1 |
| Cc1ccc(NC(=O)COc2ccccc2C(=O)NCCc2ccccc2)cc1 | i | -24.6 |
| N=c1n(CCO)c2ccccc2n1CCN1CCCCC1 | i | 0.7 |
| CN(C)C(=O)CSc1nnc(-c2ccc(F)cc2)c2ccccc12 | i | -11.1 |
| O=C(NCc1ccco1)/C(=C/c1ccc(Br)cc1)NC(=O)c1ccco1 | i | -5.9 |
| O=C(CN1C(=O)CSC1=O)Nc1ccc(C(=O)O)cc1 | i | -7.5 |
| O=C1C=C(c2ccoc2)N2CCC[C@H]2C1 | . | -6.6 |
| CS(=O)(=O)N1N=C(c2cccs2)CC1c1ccccc1F (configuration not stated) | i | -14.8 |
| COc1ccc(N(CC(=O)Nc2cc(OC)ccc2OC)S(=O)(=O)c2c(C)noc2C)cc1 | i | -15.9 |
| CNc1nc(N)c([N+](=O)[O-])c(NC2CCCCC2)n1 | i | . |
| CC(C)(C)CC(=O)Nc1cc2c3c(c1)CC(=O)N3CCC2 | i | -10.2 |
| Cc1nc(N2CCN(Cc3ccccc3)CC2)nc2c1CCC2 | i | -8.7 |
| CCN(CC)S(=O)(=O)c1ccc(C(=O)NC2=C(C(=O)OC)SCC2)cc1 | i | -18.6 |
| COc1ccc(C(=O)c2c[nH]c(C(=O)NCCCn3ccnc3)c2)cc1 | i | -8.7 |
| Cc1ccc(-c2noc(CCC(=O)NCc3ccco3)n2)cc1 | i | -28.5 |
| COc1cccc(COC(=O)C2CCN(C(=O)c3ccccc3C)CC2)c1OC | i | -13.9 |
| CCCCOc1ccc(S(=O)(=O)NC(=O)NCc2ccc(OCCC)cc2)cc1 | i | -13.2 |
| Cc1noc(C)c1S(=O)(=O)NC1CCCc2ccccc21 (configuration not stated) | i | -19.2 |
| C/C(=N\Nc1ccccc1)c1cc2ccccc2oc1=O | i | -25.5 |
| O=C(Cc1ccccc1)NCC(=O)OCC(=O)c1ccccc1Cl | i | 0.7 |
| COc1ccc(S(=O)(=O)N2CCC3(CC2)OCCN3S(=O)(=O)c2ccccc2)cc1OC | i | -3.4 |
| Cc1ccc2[nH]c(=O)c(CN(CCc3ccccc3)C(c3nnnn3Cc3ccco3)C(C)C)cc2c1 (configuration not stated) | i | -28.8 |
| NS(=O)(=O)c1ccc(NC(=O)CSC2CCCCC2)cc1 | i | -2.3 |
| CC(C)C[C@H](NC(=O)[C@@H]1Cc2ccccc2CN1C(=O)OC(C)(C)C)C(=O)NCC1CCC(C(=O)O)CC1 (some centres not stated) | i | -18.5 |
| O=C(O)c1cc([N+](=O)[O-])ccc1NCCc1ccccc1 | i | -14.8 |
| O=c1[nH]c(/C=C/c2ccc3c(c2)OCO3)c([N+](=O)[O-])c(=O)[nH]1 | i | -16.7 |
| Cc1ccc([C@@H]2CC=C(C(=O)O)[C@H](c3ccccc3F)N2S(=O)(=O)c2ccccc2C)cc1 | . | 29.6 |
| CCOC(=O)N1CCC(NC(=O)c2ccccc2C(=O)O)CC1 | i | -4.8 |
| O=C(CCN1C(=O)/C(=C/c2ccccc2)SC1=S)N[C@@H](CO)Cc1ccccc1 | i | -10.2 |
| O=C(CN1C(=O)NC2(CCOc3ccccc32)C1=O)NCCc1ccccc1 (configuration not stated) | . | -16.0 |
| COc1cc2c(cc1OC)CN(C(=S)Nc1ccc(C)cc1C)CC2 | i | -40.5 |
| CCOc1ccccc1N(C)C(=O)Cn1ncc2c([nH]c3ccccc32)c1=O | i | -9.1 |
| O=C(c1cc2ccccc2o1)N(C1CC1)C1(C(=O)Nc2ccccc2)CCCC1 | i | -34.5 |
| COc1cccc(NC(=O)COC(=O)C2CC(=O)N(c3ccc(C)cc3)C2)c1 (configuration not stated) | . | -17.9 |
| CN(c1ccc([N+](=O)[O-])cc1/C=N/NC(=O)COc1ccccc1)C1CCCCC1 | i | -18.7 |
| Nc1ccc(N2CCCCC2)c(S(=O)(=O)Nc2ccccc2Cl)c1 | i | -20.4 |
| O=C(CCC(=O)N(CC(=O)NC1CCCCC1)CC1CCCO1)Nc1nccs1 (configuration not stated) | i | -7.4 |
| Cc1c(C(=O)Nc2ccc3c4c(cccc24)CC3)cccc1[N+](=O)[O-] | i | -10.6 |
| COc1ccc(CNc2nnnn2C)c(OC)c1 | i | -2.7 |
| CCCC(=O)C1=C(SCC)CC(C)(C)C(C(=O)OC)C1=O (configuration not stated) | i | -14.8 |
| COCC(=O)Nc1cc(OC)cc(OC)c1 | i | -10.9 |
| CCCS(=O)(=O)c1c(S(=O)(=O)CCC)c2c(C)cccn2c1C(=O)OC | i | -28.2 |
| CCOC(=O)c1c(CN2CCOCC2)n(C)c2cc(Br)c(O)c(CN(C)C)c12 | 7.36*! | -32.2&-27.9 |
| Cc1cccc(OCC(=O)NNC(=O)c2ccc([N+](=O)[O-])cc2)c1 | i | -8.7 |
| CC(OC(=O)/C=C/c1ccccc1)C(=O)Nc1ccc2c(c1)OCCO2 (configuration not stated) | . | -3.5 |
| Cc1onc(-c2ccccc2)c1C(=O)N1CCN(S(=O)(=O)c2ccccc2C(F)(F)F)CC1 | i | -2.0 |
| O=C(OC1CCN(c2ncc(C(F)(F)F)cc2Cl)CC1)c1cccc(C(F)(F)F)c1 | i | 0.1 |
| CS(=O)(=O)c1ccccc1-c1nnc(NC(=O)Cc2ccccc2)o1 | i | -16.8 |
| Cc1ccc(-n2c(O)c(C=Nc3cc(C)on3)c3ccccc3c2=O)c(C)c1 | i | -31.4 |
| Cc1cc(N2CCN(C(=O)c3ccco3)CC2)n2nc(C)nc2n1 | i | -13.3 |

Whole records, quoted from the list:
Listed for Cc1ccc(-c2noc(CCC(=O)NCc3ccco3)n2)cc1 = CHT PAM: i; OX1R antagonist: -28.5
Listed for NCC12CC3CC(C1)CC(c1ccc(Br)cc1)(C3)C2 = CHT PAM: i; OX1R antagonist: -7.8

(cont.)
| SMILES | CHT PAM | OX1R antagonist |
| --- | --- | --- |
| O=c1[nH]cnc(O)c1N=Nc1ccccc1 | i | -5.9 |
| COCCNCC1C(Oc2ccc(Cl)cc2)C(=O)N1c1ccccc1C (configuration not stated) | i | -20.3 |
| Cc1nc2nc[nH]n2c(=O)c1CCC(C)C | i | -14.9 |
| CC(NC(N)=O)C(=O)Nc1ccc(Cl)c(S(=O)(=O)Nc2ccc(Br)cc2)c1 (configuration not stated) | i | 2.7 |

Screening results from PubChem.
